# SK-BR-3 tox 24h: SK-BR-3 proliferation inhibitors, primary screen, cell-based, human, 24 h | AID 847, 2007 | SK-BR-3 viability, CellTiter-Glo ATP luminescence; stronger effect = lower value | 41,000 compounds, 0.47% hits | viability, % at 10 µM;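 active = viability at or below the median of all test compounds minus 3 SD, in both replicates if run twice, cut at about 45% in these data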;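 note: 100% = median untreated cell wells and 0% = median positive control drug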
# Numbers without * were called inactive.
SMILES,SK-BR-3 tox 24h
O=C(C1CCCN(S(=O)(=O)c2ccccc2)C1)N1CCCCCC1 (stereo not given),90.9
O=C(NC1(C(F)(F)F)NC(=O)N(Cc2ccco2)C1=O)c1cccnc1 (stereo not given),75.0
COc1ccccc1CCn1cnc2c3cc(C)ccc3n(C)c2c1=O,85.0
C=CCn1c(N)c(C(=O)NCC2CCCO2)sc1=S (stereo not given),98.2
CN(C)c1ccc(NC(=O)CC2NCCNC2=O)cc1 (stereo not given),86.4
Cc1nnc(SCc2cc(=O)[nH]c(N3CCN(Cc4ccccc4)CC3)n2)s1,98.7
c1ccc2c(c1)CCCN2Cc1nnnn1CC1CCCO1 (stereo not given),100.7
CCc1nnc(NC(=O)CSc2nnc(COc3ccc(C#N)cc3)n2-c2ccccc2)s1,86.0
CC(=O)N(C(C)=O)c1ccc2nc(C)[nH]c(=O)c2c1,86.3
COc1cccc(OC)c1C(=O)Nc1ccc(CN2CCCCC2)cc1,88.6
NC1=CC(=O)c2cccc3cccc1c23,149.2
COc1cccc(NS(=O)(=O)c2cc(C)sc2C)c1,79.1
CCS(=O)(=O)N1CCN(C(=O)CC(C)C)CC1,101.6
Cc1cc(C)c2c(n1)nn1c(NCCCN3CCOCC3)cc(C)nc21,82.7
COc1ccc(OC)c(NC(=O)CSc2nnc(C)n2Cc2ccccc2)c1,95.5
Cc1nc2c(n1O)CCC/C2=N\O,123.6
CCOC(=O)CCCNC(=O)COC(=O)c1cccc(C)c1O,87.2
CC(=O)Nc1cccc(C(=O)OCc2ccccc2)c1,109.7
C=CCn1c(SCC(=O)N2CCOCC2)nc2scc(-c3ccco3)c2c1=O,89.6
COCCn1c(=O)[nH]c2cc(C(=O)N3CCN(c4ccccc4OC)CC3)ccc2c1=O,96.9
Cc1cc(C)c(C#N)c(SCc2[nH]nc3c2C(c2ccccc2)C(C#N)=C(N)O3)n1 (stereo not given),86.0
COc1ccc(CCN(Cc2nc3ccccc3c(=O)[nH]2)C(=O)c2ccco2)cc1OC,94.9
O=C(c1ccc(Cl)cc1)N1CCC(c2nc(-c3cccs3)no2)CC1,81.8
CCCc1c(OCCCCc2nn[nH]n2)ccc(C(C)=O)c1O,95.3
Cc1noc(N)c1C(=O)Nc1ccc(F)c(Cl)c1,71.6
COC(=O)C1=C(C)N(c2ccc(F)cc2)C(=O)C1,91.4
O=S(=O)(Nc1cccc2ccccc12)N1CCCC1,81.8
Cc1cc(C(=O)NCc2cc(C(=O)O)oc2C)c(C)o1,110.2
c1ccc(CSc2nnc3c(n2)OC(c2ccco2)Nc2ccccc2-3)cc1 (stereo not given),86.3
C(=N\n1cnnc1)/c1cccnc1,85.8
CCOc1ccccc1N1CCN(C(=O)c2cc(C)oc2C)CC1,47.0
CCOC(=O)CNC(=O)Cn1cnc2ccc(S(=O)(=O)N3CCC(C)CC3)cc2c1=O,79.3
Cc1ccc(S(=O)(=O)NCCSc2nnc(N)s2)cc1,91.7
Cc1cccc(NC(=O)CCn2ccnc2C)c1,84.1
COc1ccc(CCN(Cc2cc3cc(C)ccc3[nH]c2=O)C(=O)N2CCCC2)cc1OC,85.1
CCOC(=O)Cc1csc(NC(=O)CN2C(=O)c3ccccc3S2(=O)=O)n1,85.5
COC(=O)Nc1nc2ccc(C(=O)c3ccccc3)cc2[nH]1,93.5
CN(C)c1oc(-c2ccco2)nc1C#N,96.2
COc1ccc(CCn2c(N3CCN(C)CC3)nc3c2c(=O)[nH]c(=O)n3C)cc1,90.4
C#CCSc1nnc(-c2ccccc2)c(=O)[nH]1,93.8
COc1ccc(C(N)=O)cc1NC(=O)CC(O)(C(F)(F)F)C(F)(F)F,89.6
COc1ccc(OCC(=O)NCc2cccnc2)cc1,74.9
O=CNC(=O)c1ccccc1C(=O)O,79.9
O=S(=O)(NCCSc1ccccc1)c1ccc(F)cc1,96.5
CC(C)CCNC(=O)CCS(=O)(=O)c1cccc2nonc12,97.0
Cc1cc(C(=O)Nc2ccc(S(=O)(=O)Nc3onc(C)c3C)cc2)c(C)o1,96.7
CCOC(=O)c1c(NC(=O)COC)sc2c1CCCC2,103.9
COc1ccc(NC(=O)CSc2ncn(-c3ccccc3)n2)cc1Cl,94.2
CCOC(=O)Nc1nnc(-c2ccccc2OC)s1,93.1
c1ccc(CNn2nnnc2-c2ccccc2)cc1,82.6
CO/C=C/C#CC1(O)CCN(C)CC1,113.8
COC(=O)c1ccccc1NC(=O)C1COc2ccccc2O1 (stereo not given),91.2
COCC(C)Nc1ncnc2c1cnn2-c1ccc(Cl)cc1 (stereo not given),118.6
COc1ccc(CCNC(=O)c2cc3sccc3n2C)cc1OC,94.5
CCOC(=O)N1CCN(C(=O)Nc2ccc3nc(-c4ccccn4)c(-c4ccccn4)nc3c2)CC1,93.6
Cc1ccc(NC(=O)Cn2cnc3c(cnn3C(C)(C)C)c2=O)cc1,74.5
COCCn1c(N2CCN(c3ccc(OC)cc3)CC2)nc2c1c(=O)[nH]c(=O)n2C,93.0
Cc1ccsc1C1CC(=O)NC2=C1C(=O)CC(C)(C)C2 (stereo not given),86.1
O=C(NCCN1CCOCC1)c1cc2n(n1)C(C(F)(F)F)CC(c1ccc(F)cc1)N2 (stereo not given),82.7
COC(=O)c1ccccc1NC(=O)CSc1n[nH]c(CC(C)C)n1,100.9

# Ordered by heavy-atom count (descending): some entries from above
SMILES,SK-BR-3 tox 24h
COc1ccc(CCN(Cc2nc3ccccc3c(=O)[nH]2)C(=O)c2ccco2)cc1OC,94.9
COc1ccccc1CCn1cnc2c3cc(C)ccc3n(C)c2c1=O,85.0
COC(=O)c1ccccc1NC(=O)CSc1n[nH]c(CC(C)C)n1,100.9
CC(=O)N(C(C)=O)c1ccc2nc(C)[nH]c(=O)c2c1,86.3
C(=N\n1cnnc1)/c1cccnc1,85.8

# Next part.
SMILES,SK-BR-3 tox 24h
Cc1c(Cl)ccc2c1NC(=O)C21NC(CCC(N)=O)[C@H]2C(=O)N(c3ccc(Cl)cc3)C(=O)[C@H]21 (stereo not given in full),99.7
COc1ccc(OC)c(C2NC(=O)NC(C)=C2C(=O)Nc2ccc(C)cc2C)c1 (stereo not given),97.3
O=C(Nc1c(F)c(F)c(F)c(F)c1F)NC1CCCCC1,94.3
Cc1cccc2nc(CSc3nnnn3-c3ccccc3)cn12,83.2
O=C(c1ccc(Cl)cc1)c1nnc(-c2ccncc2)o1,101.2
O=C(O)CCc1ccc(-c2ccccc2)n1CC1CCCO1 (stereo not given),91.1
CSC1=NCCN1C(=O)c1c(F)cccc1Cl,98.4
O=C(c1coc(=O)c2ccccc12)N1CCN(Cc2ccccc2)CC1,82.7
O=C(C1CC1c1ccccc1)N1CCN(c2cccc(Cl)c2)CC1 (stereo not given),72.3
Cc1cnc(C(=O)Nc2ccc(N3CCN(C(=O)OC(C)(C)C)CC3)cc2)cn1,88.0
CCOC(=O)Cn1c(=N)n(CCOc2cccc(C)c2)c2ccccc21,106.3
COc1ccc(-c2nc(NC(=O)CSc3nnc(C)s3)ns2)cc1,96.9
O=C1CC(c2cccc(F)c2)C2=C(CCCC2=O)N1 (stereo not given),90.1
CCOC(=O)Cc1[nH]nc2c1C(C1C=CCCC1)C(C#N)=C(N)O2 (stereo not given),89.2
COc1ccc(C(=O)Nc2nc(C)c(C(=O)N(C)C)s2)cc1OC,97.1
O=C(c1cn(-c2ccccc2)nc1-c1ccncc1)N1CCCCC1,104.2
COc1cc(-c2nnc3sc(-c4ccncc4)nn23)cc(OC)c1OC,101.0
CC(=O)c1cc2c(cc1NS(=O)(=O)c1ccc3c(c1)OCCO3)OCO2,104.5
Cc1nccn1CC(O)COC1CCCCC1 (stereo not given),97.1
c1cncc(-c2nc3cc(Cc4ccc5oc(-c6cccnc6)nc5c4)ccc3o2)c1,97.9
c1ccc(Cc2nnc3n2CCCCC3)cc1,105.2
CCc1cc2c(=O)n(C(C)C(=O)OC3CCCCC3)cnc2s1 (stereo not given),78.5
CC(C)c1[nH]nc2c1C(c1cccnc1)C(C#N)=C(N)O2 (stereo not given),84.9
CC(C)n1c(N2CCN(C(=O)N3CCCCC3)CC2)nc2ccccc21,137.5
COc1ccc(-c2nnn(CC(=O)OC3CCCCC3)n2)cc1OC,133.7
O=C(CSc1nc2ccccc2[nH]1)NCCCn1ccnc1,92.6
COc1cccc(C2C(C#N)=C(N)Oc3cc(C)n(Cc4ccccn4)c(=O)c32)c1OC (stereo not given),79.5
Cc1c(N2C(=O)C(C)SC23C(=O)Nc2ccccc23)c(=O)n(-c2ccccc2)n1C (stereo not given),96.6
Cn1c(N)c(C#N)c(C#N)c1-c1ccccc1,85.4
CCn1c(N)c(C(=O)NC2CCCCC2)sc1=S,104.2

# 3 of these compounds in another layout.
structure | SK-BR-3 tox 24h
c1ccc(Cc2nnc3n2CCCCC3)cc1 | 105.2
CCc1cc2c(=O)n(C(C)C(=O)OC3CCCCC3)cnc2s1 (stereo not given) | 78.5
CC(C)c1[nH]nc2c1C(c1cccnc1)C(C#N)=C(N)O2 (stereo not given) | 84.9

# (more compounds)
SMILES,SK-BR-3 tox 24h
COc1ccccc1C(=O)NCCn1cc(SCC(=O)Nc2nnc(C)s2)c2ccccc21,60.9
COc1ccc(CCN2C(=O)C3C4C=CC(C4)C3C2=O)cc1OC (stereo not given),98.1
COC(=O)CSc1nnc(-c2cnccn2)n1C,88.2
CCc1c(O)nc(SCC(=O)Nc2ccccc2)n(-c2ccccc2)c1=O,100.6
COc1ccc(C2C(C(=O)Nc3cccc(C)n3)CCC(=O)N2c2ccc(OC)cc2)cc1 (stereo not given),97.5
Cc1cc(N2C(=O)C(=O)/C(=C(/O)c3ccccc3)C2c2cccc(Br)c2)no1 (stereo not given),104.0
CCn1c(SCC(=O)Nc2ccccc2F)nc2c(c1=O)SC(C)C2 (stereo not given),83.0
O=C(Nc1ccc(Br)cc1)N1CCCCCCC1,63.6
O=C(CN(Cc1ccco1)C(=O)CCC(=O)Nc1ccccn1)NCCc1ccccc1,54.3
Cc1ccc(-c2ccc(S(=O)(=O)N3CCN(C)CC3)cc2)cc1,88.2
O=C(c1cc(=O)c2ccccc2o1)N1CCCc2ccccc21,75.2
CC(=O)c1coc2ccc(OCC(=O)O)cc12,126.9
O=C(c1cnccn1)N1CCN(C/C=C/c2ccccc2)CC1,102.0
Fc1ccccc1-c1nc(N2CCCCC2)c2ccccc2n1,66.0
CCOC(=O)C(C)Oc1ccc(C2NC(=O)NC(C)=C2C(C)=O)cc1Br (stereo not given),111.1
Cc1nc(N2C(=O)C(=O)/C(=C(/O)c3ccccc3)C2c2ccco2)sc1C (stereo not given),91.3
CCOC(=O)N1CCN(C(=O)CCn2nc(-c3ccccc3)ccc2=O)CC1,57.6
CCOC(=O)CCn1c2nc(C)cc(C)c2c(=O)n1-c1ccccc1,78.6
CCOc1ccc2nc(NC(=O)COC)sc2c1,78.0
CC(=O)NCCn1ccc2ccccc21,94.0
CCn1c(SCc2nnc(-c3ccccc3)o2)nnc1-c1ccc(S(=O)(=O)N2CCCC2)cc1,82.8
CC(Sc1ccccn1)C(=O)Nc1ccccc1 (stereo not given),117.5
CCNc1nc(NC#N)nc(SCC(=O)OCC)n1,105.8
COc1ccc(C2C(C(=O)NCCN3CCOCC3)c3ccccc3C(=O)N2C)cc1OC (stereo not given),93.5
O=C(Nc1ccccc1C(=O)N1CCOCC1)C1CC(=O)N(C2CCCC2)C1 (stereo not given),99.8
CCOc1ccc(C2/C(=C(/O)c3ccc(Cl)cc3)C(=O)C(=O)N2CCCN(C)C)cc1OC (stereo not given),110.4
CCc1nnc(NC(=O)CSc2ncc(-c3ccccc3)n2C)s1,83.0
O=C(CSc1nnc(CNc2ccc(F)cc2)n1Cc1ccccc1)NCc1ccco1,103.1
O=C(Cn1c(CC(=O)N2CCCC2)nc2ccccc21)NCc1ccccc1,88.1
CCOc1cccc(-c2nnc(SCC(=O)Nc3ccc(OC)c(OC)c3)n2N)c1,88.0

# Shown as tab-separated lines: five of the compounds above
Structure	SK-BR-3 tox 24h
CO/C=C/C#CC1(O)CCN(C)CC1	113.8
COC(=O)c1ccccc1NC(=O)C1COc2ccccc2O1 (stereo not given)	91.2
COCC(C)Nc1ncnc2c1cnn2-c1ccc(Cl)cc1 (stereo not given)	118.6
COc1ccc(CCNC(=O)c2cc3sccc3n2C)cc1OC	94.5
CCOC(=O)N1CCN(C(=O)Nc2ccc3nc(-c4ccccn4)c(-c4ccccn4)nc3c2)CC1	93.6

# (cont.)
SMILES,SK-BR-3 tox 24h
COCCOC(=O)C1=C(C)N=c2s/c(=C\c3cccs3)c(=O)n2C1c1cccs1 (stereo not given),83.5
CCn1c(CNc2ccc(F)cc2)nnc1SCCN1CCCCC1,116.3
Cc1c(C(=O)N2CCCC2)sc(NC(=O)c2cccs2)c1C#N,88.7
COc1ccc(OCc2nn3c(Cn4cnc5ccccc54)nnc3s2)cc1,77.0
CCCCNC(=O)c1c(N)n(/N=C/c2cccnc2)c2nc3ccccc3nc12,78.5
O=C(Nc1ccc(-c2nnco2)cc1)c1ccccc1,83.2
O=C(O)C1CCCCC1C(=O)NCCCCc1ccccc1 (stereo not given),105.1
CCc1c(C)nc(N2CCOCC2)[nH]c1=O,96.5
Cc1cc(C)nc(SCSc2nc(C)cc(C)n2)n1,88.7
Cc1ccc2c(C(=O)CN3CCCC3)c(C)[nH]c2c1,102.2
O=C(NCCCN1CCN(c2ccccc2F)CC1)C1CCN(S(=O)(=O)c2cccs2)CC1,79.3
COc1ccc(N(C(=O)Cn2nnc3ccccc32)C(C(=O)NCc2ccco2)c2cccnc2)cc1 (stereo not given),141.3
C=C(C)CSc1nnc(-c2cccc(Cl)c2)n1N,97.1
O=C(Nc1ccc(N2CCCC2)c(Cl)c1)c1ccco1,81.7
CSc1ncccc1C(=O)OCC(=O)c1cc2ccccc2o1,101.4
CCn1c(=O)c(C)nn2c3ccccc3nc12,78.5
CNC(=O)CN(c1ccc(C(C)C)cc1)S(C)(=O)=O,102.5
CCSc1ccccc1C(=O)NCc1ccc2c(c1)OCO2,89.1
Cc1cccn2c(=O)c(C=Nc3ccccc3)c(NCc3ccco3)nc12,103.6
CC(C)COC(=O)c1cc(=O)[nH]c2ccccc12,79.4
CC1=Nn2c(nnc2-c2ccco2)SC1,73.3
COc1nc(C)ccc1-c1noc(-c2ccco2)n1,108.0

# Compound activity from PubChem BioAssay.

# An excerpt; the hit share may differ from the screen's.
